TNAP inh pNP = human TNAP inhibition, p-nitrophenol detection; P05186; purified TNAP, pNPP hydrolysis, absorbance 405 nm; inhibition, % at 20 µM; 21,000 tested, under 10 active;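 note: 0% = DMSO only wells and 100% = 1 mM levamisole wells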
Target sequence (P05186 whole entry, looked up): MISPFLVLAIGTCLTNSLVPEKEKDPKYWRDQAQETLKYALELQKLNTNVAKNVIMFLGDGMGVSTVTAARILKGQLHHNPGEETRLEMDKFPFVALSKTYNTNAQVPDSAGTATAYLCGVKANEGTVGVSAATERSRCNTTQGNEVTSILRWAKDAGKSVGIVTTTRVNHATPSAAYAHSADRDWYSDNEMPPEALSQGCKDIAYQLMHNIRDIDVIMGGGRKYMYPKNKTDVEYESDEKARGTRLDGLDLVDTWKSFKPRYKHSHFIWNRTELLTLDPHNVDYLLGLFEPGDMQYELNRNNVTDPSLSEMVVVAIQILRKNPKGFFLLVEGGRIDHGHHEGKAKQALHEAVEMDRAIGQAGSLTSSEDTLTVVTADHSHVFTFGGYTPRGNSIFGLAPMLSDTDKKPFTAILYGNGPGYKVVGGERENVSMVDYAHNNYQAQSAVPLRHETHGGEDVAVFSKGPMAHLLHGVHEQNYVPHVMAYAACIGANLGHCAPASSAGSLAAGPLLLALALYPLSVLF
TNAP Pi inh = human TNAP inhibition, phosphate detection | 21,000 tested, under 10 active | P05186 | purified TNAP, pNPP, malachite green phosphate absorbance | inhibition, % at 20 µM | AID 614
Numbers without * were called inactive.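 Rule for the calls: active = inhibition above 50% at the 20 µM single-dose screen; inactive = the rest.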

smiles | TNAP Pi inh | TNAP inh pNP
Cc1ccc(C)n1C(Cc1ccccc1)C(=O)O (configuration not stated) | 10 | 4
CCOC(=O)C(C)(C)C(=O)C(C)(C)C(O)c1ccccn1 (configuration not stated) | 8 | 2
CN(C)c1ccc(/C=[N+](\[O-])C2SC(=S)N(C)C2(C)C)cc1 (configuration not stated) | 2 | -6
Clc1ccc(-n2ncc3c(NCc4ccccn4)ncnc32)cc1 | 0 | -2
Cc1[nH]c2ccccc2c1/C=N/n1cnnc1 | 5 | -1
Cc1sc2nc(N)sc2c1C | 10 | 7
Cc1ccc(OCCSc2cc(C)nc(N)n2)cc1 | -5 | 5
COc1ccc(CNC(=O)c2cc3c(=O)n4ccccc4nc3n(CC3CCCO3)c2=N)cc1 (configuration not stated) | 13 | 0
CCOC(=O)c1ccc(NC(=O)c2cc(S(=O)(=O)N3CCOCC3)ccc2O)cc1 | 12 | 7
C=C1CC(C)OC(c2ccccc2OCC(O)CN2CCCCC2)C1 (configuration not stated) | 4 | 6
Cc1cc(C)cc(OCC(=O)Nc2ccc(N3CCCC3)cc2)c1 | -3 | -12
O=C(CN(Cc1ccco1)C(=O)c1cc(=O)[nH]c2ccccc12)Nc1ccccc1C(F)(F)F | -4 | -12
O=C(NCc1ccco1)C(c1ccccc1F)N(CC1CCCO1)C(=O)Cn1nnc2ccccc21 (configuration not stated) | 2 | -5
Cc1ccc2cc(CN(CC3CCCO3)C(=O)c3ccco3)c(=O)[nH]c2c1C (configuration not stated) | 9 | 5
COC(=O)c1cc(C(=O)OC)cc(N2C(=O)CC(N3CCN(c4ccccc4)CC3)C2=O)c1 (configuration not stated) | -21 | 3
CCOC(=O)CSc1nnc(CNc2cccc(Cl)c2)n1-c1ccccc1 | 11 | 2
CCOC(=O)C(C)Sc1nc2c(c(=O)[nH]c(=O)n2C)n1CCc1ccccc1 (configuration not stated) | 6 | 2
CS(=O)(=O)Nc1ccc(-c2n[nH]c(=S)n2-c2ccccc2)cc1 | 3 | -10
c1ccc2sc(N3CN(CCN4CCOCC4)CN(c4nc5ccccc5s4)C3)nc2c1 | 13 | 2
OC(COc1ccc2cc(Br)ccc2c1)CN1CCN(c2ccccn2)CC1 (configuration not stated) | 4 | -1
CCN(CC)CCCN1C(=O)C(O)=C(C(=O)c2cc3cccc(OC)c3o2)C1c1ccncc1 (configuration not stated) | 11 | 1
CSCCC1NC2(C(=O)Nc3c2ccc(Cl)c3C)[C@@H]2C(=O)N(C3CCCC3)C(=O)[C@H]12 (some centres not stated) | -3 | 7
CCCCCOC(=O)Nc1ccc(S(=O)(=O)Nn2cnnc2)cc1 | 0 | -6
O=C1C2ON(c3ccccc3)C(c3cccnc3)C2C(=O)N1c1ccc(Cl)c(Cl)c1 (configuration not stated) | 0 | 0
O=C1CC(O)(C(F)F)Oc2ccc3ccccc3c21 (configuration not stated) | -32 | 3
CC(=O)OCc1c(COC(C)=O)[n+](=O)c2ccccc2n1[O-] | 3 | 0
CC1Cc2cc(-c3csc(NC(=O)Cc4cccs4)n3)ccc2N1S(C)(=O)=O (configuration not stated) | 0 | 0
C=CCOc1nc2c(c(=O)n(C)c(=O)n2C)n1Cc1ccc(Cl)cc1 | 0 | 0
CC(CC(=O)O)CC(=O)Nc1ccccc1C(=O)O (configuration not stated) | -6 | -7
COCCCn1c(SCC(=O)n2c(C)c(C)c3ccccc32)nnc1-c1ccoc1C | 14 | 2
N#Cc1nc(-c2cccs2)oc1N1CCN(Cc2ccccc2)CC1 | 8 | -1
COC(=O)c1ccc(N/C(C)=C/C(=O)c2ccc(C)o2)cc1 | 0 | 0
Cn1c(=O)c2c(nc(Oc3ccc4c(c3)OCO4)n2Cc2ccc(F)cc2)n(C)c1=O | -14 | -8
COc1ccc(NC2=Nc3ccccc3CC2)cc1 | 3 | 5
COCCCN1C(=O)c2[nH]nc(-c3ccccc3O)c2C1c1ccc(Cl)cc1 (configuration not stated) | 12 | 4
Cc1ccccc1-n1nc(C)c2cc(C(=O)N3CCN(S(=O)(=O)c4ccccc4)CC3)sc21 | 6 | 0
Cc1ccc(NC(=O)Nc2ccc(F)cc2)nc1 | 5 | 2
O=C(Nc1ccc2c(c1)nc1n2CCOC1)c1ccco1 | -23 | -1
O=C(COC(=O)c1c2c(nc3ccccc13)CCCC2)Nc1ccc2c(c1)OCO2 | 4 | -4
CCN(CC)c1nc(Nc2ccc(Cl)cc2)nc(OCC#N)n1 | -18 | 4
COc1cc(Cl)c(C)cc1NC(=O)COc1cc(C)nc(C(C)C)n1 | 5 | -4
O=C(Cc1c(F)cccc1Cl)N1CCN(C(=O)c2ccco2)CC1 | 12 | 7
C=CCn1c(N)c(C(=O)OC(C)(C)C)c2nc3ccccc3nc21 | 1 | -3
O=C(Nc1ccc(F)cc1F)N1CCCCC1c1cccnc1 (configuration not stated) | -6 | -4
CCN(CC)c1nc(C)c2c(c1C#N)CC(C)(C)OC2 | -16 | -12
O=C(CSc1nnc2sc3ccccc3n12)N1CCN(c2ccccc2)CC1 | -15 | 6
Cc1ccc(Nc2nc(N)nc(CN3CCN(Cc4ccc5c(c4)OCO5)CC3)n2)c(C)c1 | 14 | 4
CCOC(=O)N1CCN(C(=O)c2ccc(NS(C)(=O)=O)cc2)CC1 | 10 | 7
CCc1nc2c(sc3nc(N4CCOCC4)c4c(c32)CC(C)(C)OC4)c(=O)o1 | 8 | 5
COc1ccc(OCc2nnc(SCC(N)=O)n2-c2ccccc2OC)cc1 | 8 | -2
COc1ccc(-c2nc(C#N)c(NCC3CCCO3)o2)cc1OC (configuration not stated) | 7 | 4
COc1cccc(C2CC(c3ccccc3Cl)n3nc(N)nc3N2)c1 (configuration not stated) | 0 | 0
CCC(NC(=O)Nc1nccs1)(C(F)(F)F)C(F)(F)F | -3 | -1
CCOC(=O)C(NC(=O)c1ccccc1)(N1CCCC1=O)C(F)(F)F (configuration not stated) | 7 | 0
O=C(CCC(=O)N1CCN(C2CCCCC2)CC1)Nc1nnc(C(F)(F)F)s1 | 9 | 3
Cc1cccc(C)c1NC(=O)Cn1nnc(-c2ccc(N3CCOCC3)cc2)n1 | -2 | 8
O=C(COc1ccc(S(=O)(=O)NC2CCCC2)cc1)N1CCCCCC1 | -4 | -7
Cc1ccc(-c2nn(C)c(=O)c3ccccc23)cc1CN1CCOCC1 | 7 | 2
CCOC(=O)Cn1cc(C(=O)c2ccco2)c2ccccc21 | 8 | 1
COc1cccc(C(=O)N2CCN(C3CCC(c4ccccc4)CC3)CC2)c1 (configuration not stated) | 1 | 0

Gathered by group: those above containing a CF3 group (four)
smiles | TNAP Pi inh | TNAP inh pNP
O=C(CN(Cc1ccco1)C(=O)c1cc(=O)[nH]c2ccccc12)Nc1ccccc1C(F)(F)F | -4 | -12
CCC(NC(=O)Nc1nccs1)(C(F)(F)F)C(F)(F)F | -3 | -1
CCOC(=O)C(NC(=O)c1ccccc1)(N1CCCC1=O)C(F)(F)F (configuration not stated) | 7 | 0
O=C(CCC(=O)N1CCN(C2CCCCC2)CC1)Nc1nnc(C(F)(F)F)s1 | 9 | 3

The list goes on.
smiles | TNAP Pi inh | TNAP inh pNP
N#Cc1ccc(NC(=O)CN2C(=O)NC(Cc3ccccc3)C2=O)cc1 (configuration not stated) | 4 | 7
COc1ccc2[nH]cc(C(=O)CN(C)CCc3ccc(OC)c(OC)c3)c2c1 | 7 | 1
CCOc1cc(C(=O)OCC(=O)NCc2ccco2)cc(OCC)c1OCC | 6 | 5
C=CCNc1nc(N2CCOCC2)c(C#N)c2c1CN(C)CC2 | 8 | 5
CCC(C)c1ccc2oc(-c3ccc(NC(=O)c4ncn[nH]4)cc3)nc2c1 (configuration not stated) | 3 | -3
CCOc1cc(-c2nc3cc(C)ccn3c2NCC2CCCO2)ccc1O (configuration not stated) | 4 | 0
COc1ccc(OC)c2c(C)cc(NCCN3CCOCC3)nc12 | 10 | 3
c1ccc2nc(-c3nc4ccccc4o3)ccc2c1 | 7 | -2
CN(C)c1nc(N)nc(CSc2ncc(Cl)cc2Cl)n1 | 13 | 2
CC1=CC(C)=Nc2ccc(C)cc2N1 | 4 | -2
O=C(Nc1cnn(Cc2ccc(Cl)cc2)c1)C1CCCC1 | 12 | 10
CCc1ccccc1N(CC(=O)NCc1ccco1)C(=O)c1snc(C(N)=O)c1N | 4 | -3
O=C(O)C1CC(c2cccc(Br)c2)=NO1 (configuration not stated) | 5 | -2
CCCCn1c(SCN2C(=O)c3ccccc3C2=O)nc2cc(S(N)(=O)=O)ccc21 | 3 | 4
Cc1cc(Cl)cc(C)c1OCCCCn1ccnc1 | 9 | 2
CCN(CC)S(=O)(=O)c1ccc(NC(=O)C2COc3ccccc3O2)cc1 (configuration not stated) | 9 | 6
CCC(=O)Nc1ccc(C(=O)Nc2ccc3c(c2)C(=O)N(CC2CCCO2)C3=O)cc1 (configuration not stated) | 7 | 3
CCC(C)(C)n1nnnc1C(c1ccc(C)cc1)N1CCN(Cc2cccnc2)CC1 (configuration not stated) | 9 | -4
CCOC(=O)C1=C(C)OC(N)=C(C#N)C1c1ccsc1 (configuration not stated) | 14 | 3
Cc1ccc(-n2c(SCC(=O)OC(C)C)nnc2-c2ccncc2)cc1 | 6 | 6
Cc1ccc(C2(C)NC(=O)N(CC(=O)Nc3ccc4c(c3)OCO4)C2=O)cc1 (configuration not stated) | 9 | 1
COc1ccccc1NC(=O)Cn1nc(C(F)(F)F)c2c1CCCC2 | 7 | 4
COCCn1nnnc1C(C(C)C)N1CCOCC1 (configuration not stated) | -11 | 3
CC(C(=O)Nc1ccc(S(=O)(=O)N2CCOCC2)cc1)N(c1ccccc1)S(C)(=O)=O (configuration not stated) | 6 | 2
COc1cc2c(cc1OC)C(c1ccc3c(c1)OCO3)CC(=O)N2 (configuration not stated) | -26 | 2
Nn1cnnc1SCC(=O)Nc1ccc(C2CCCCC2)cc1 | 7 | 1
Cc1ccccc1C(=O)N1CCCN(C(=O)c2ccccc2C)CC1 | 0 | 0
C#CCN(C)Cc1ccccc1 | 2 | -1
O=CN1CCN(C2CC(=O)N(c3ccc(Br)cc3)C2=O)CC1 (configuration not stated) | 8 | 4
CN(c1ccccc1C(=O)N1CCOCC1)S(C)(=O)=O | 10 | 4

Record cards, from the list above. Values in the order: TNAP Pi inh	TNAP inh pNP
Cc1ccc(Nc2nc(N)nc(CN3CCN(Cc4ccc5c(c4)OCO5)CC3)n2)c(C)c1 across the screens: 14	4
Cc1ccc2cc(CN(CC3CCCO3)C(=O)c3ccco3)c(=O)[nH]c2c1C (configuration not stated) across the screens: 9	5
C=C1CC(C)OC(c2ccccc2OCC(O)CN2CCCCC2)C1 (configuration not stated) across the screens: 4	6
COc1ccc(-c2nc(C#N)c(NCC3CCCO3)o2)cc1OC (configuration not stated) across the screens: 7	4
N#Cc1nc(-c2cccs2)oc1N1CCN(Cc2ccccc2)CC1 across the screens: 8	-1

New compounds follow.
smiles | TNAP Pi inh | TNAP inh pNP
Nc1nonc1C(=Nc1ccccc1)NO | 18 | 4
COCCn1nnnc1C(c1cccs1)N1CCN(c2ccccc2)CC1 (configuration not stated) | 10 | 3
Cc1noc(C)c1COC(=O)CCCOc1ccc(Cl)cc1Cl | 6 | 0
COc1cccc(C(=O)CSc2nnc(CNS(=O)(=O)c3ccc(C)cc3)n2C)c1 | -18 | 4
CCOc1ccc(NC(=O)C2CC(=O)NC(N3CCc4ccccc43)=N2)cc1 (configuration not stated) | 11 | 4
Cc1cc(C)n(C(=O)c2ccc(NC(=O)CC(C)C)cc2)n1 | -6 | -9
Cc1ccc(S(=O)(=O)NC(=O)c2cc(C)n(CCCN3CCOCC3)c2C)cc1 | 5 | 8
COc1ccc(CCN2C(=O)CC(C(N)=O)SC2=Nc2ccccc2)cc1OC (configuration not stated) | -20 | 6
CCOC(=O)CN(C(=O)CSc1nnc(CNc2ccc(F)cc2)o1)c1ccccc1 | 4 | 3
CC1(c2ccc(Cl)cc2Cl)OCC(Cn2ccnc2)O1 (configuration not stated) | 3 | 6
CC(O)[C@H](NC(=O)C1(c2ccccc2)CCN(C(=O)OC(C)(C)C)CC1)C(=O)O (some centres not stated) | 7 | 1
Oc1c(C=Nc2cccnc2)sc2ccccc12 | 2 | -4
CCN1CCc2c(C#N)c(NCc3ccccc3)nc(N(CC)CC)c2C1 | 5 | 3
OCc1nn2c(c1Br)NC(c1ccccc1)CC2C(F)(F)F (configuration not stated) | 3 | 5
CCOc1ccc2nc(NCCNC(=O)CC)c(C#N)cc2c1 | 5 | 5
COC(=O)C1=C(N)Oc2cc(C)n(CC3CCCO3)c(=O)c2C1c1ccccc1OC (configuration not stated) | 5 | 0
CC(=O)Nc1cccc(NC(=O)Nc2ccc(C(C)=O)cc2)c1 | 11 | 15
O=S(=O)(NC1CCCCC1)c1ccc(Br)cc1 | 9 | 4
COCc1[nH]nc2c1C(c1ccccc1OC)C(C#N)=C(N)O2 (configuration not stated) | -25 | -3
CCOC(=O)N1CCN(c2ncnc3c2oc2nc(C)c4c(c23)CC(C)(C)OC4)CC1 | -3 | 3
O=C(CC(c1ccco1)C1CCCCC1=O)c1ccco1 (configuration not stated) | 9 | 6
Cc1ccc(-c2nnc3sc(-c4ccncc4)nn23)cc1 | 8 | 3
Cc1c(C(Nc2ccccn2)c2ccccc2)c(=O)n(-c2ccccc2)n1C (configuration not stated) | 9 | 2
CC(C)(C)NC(=O)C(c1ccco1)N(C(=O)c1ccc(CN2CCOCC2)o1)c1ccccc1 (configuration not stated) | 1 | 2
CCOC(=O)c1c(C)n(C)c2ccc(OC)c(NS(=O)(=O)c3ccc(Cl)s3)c12 | 9 | 6
O=c1c2ccccc2sn1-c1cc(S(=O)(=O)N2CCOCC2)ccc1N1CCOCC1 | -4 | 4

Part of the list above in order of molecular weight, descending.
smiles | TNAP Pi inh | TNAP inh pNP
COC(=O)C1=C(N)Oc2cc(C)n(CC3CCCO3)c(=O)c2C1c1ccccc1OC (configuration not stated) | 5 | 0
O=S(=O)(NC1CCCCC1)c1ccc(Br)cc1 | 9 | 4
COCc1[nH]nc2c1C(c1ccccc1OC)C(C#N)=C(N)O2 (configuration not stated) | -25 | -3

High-throughput results deposited in PubChem BioAssay by Sanford-Burnham Center for Chemical Genomics.

An excerpt, so the mix of outcomes need not match the whole.
